# mouse IAP activators = activators of mouse IAP, confirmation, biochemical, luminescence, single concentration (AID 434970) | purified mouse IAP, CDP-Star luminescence, 30 min; stronger effect = lower value | activity change, negative = activation, % at 10 µM | 11,000 compounds, 2.9% hits; in the data active means activity change below about -85%;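 further: percent relative to enzyme plus DMSO wells and wells without enzyme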
# mouse IAP activators Fold change = second read-out of mouse IAP activators, no call of its own (marks repeat the call); activation factor; measured here: IAP activation factor; stronger effect = higher value;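 fold luminescence change scaled to plate control wells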
# Starred values were filed as active, the others as inactive. This is a subset, so the mix of outcomes need not match the whole.
SMILES,mouse IAP activators,mouse IAP activators Fold change
CCOc1ccccc1Nc1nnc(Cc2ccccc2Cl)c(=O)[nH]1,5,0.95
N#Cc1ccc(NC(=O)Nc2ccc(Oc3ccc(NC(=O)Nc4ccc(C#N)cc4)cc3)cc2)cc1,-39,1.4
Cc1cccc(NC(=O)NNS(=O)(=O)c2ccc(F)cc2)c1,-18,1.2
C[C@@H](c1ccccc1)N1Cc2ccccc2Oc2cc(Br)ccc2S1(=O)=O,-9,1.1
COC(=O)c1ccccc1NC(=O)CCS(=O)(=O)c1ccc(Br)s1,-5,1.1
CCCN1Cc2cccc(C(=O)NCCCOC(C)C)c2C1=O,8,0.92
COC(=O)Sc1nnc(-c2ccc(Br)cc2)o1,9,0.91
O=C(/C=C/c1ccc(O)c(O)c1)OC(Cc1ccc(O)c(O)c1)C(=O)O (stereo unspecified),78,0.22
Cc1ccc(-n2ncc3c(N4CCCC(C)C4)ncnc32)c(C)c1 (stereo unspecified),-6,1.1
Cc1ccccc1CSc1n[nH]c(NS(=O)(=O)c2ccccc2)n1,19,0.81
Cc1cc(=O)[nH]c(-c2ccccc2)n1,-14,1.1
COCCS(=O)(=O)N(Cc1ccc(Br)cc1)[C@@H](C)C(=O)OC,1,0.99
CCC(C)NC(=O)c1ccc(NC(=O)C2CCCO2)cc1 (stereo unspecified),-3,1
CCOCC(=O)Nc1nnc(Cc2ccc(OC)c(OC)c2)s1,7,0.93
CC(C)C1N=C2c3ccccc3N=C(SCc3cc(=O)n4cc(Cl)ccc4n3)N2C1=O (stereo unspecified),-2,1
CSc1nsc(SC)c1NC(=O)OC1CCCCC1,7,0.93
CCOc1ccc(OCC)c(NC(=O)Nc2ccc3c(c2)N(C)C(=O)CS3)c1,-72,1.7
COc1ccccc1NC(=O)c1cc(S(=O)(=O)N2CCOCC2)ccc1Cl,12,0.88
Cc1cc(C(=O)CSc2nnc(Cc3ccccc3)o2)c(C)n1Cc1ccc2c(c1)OCO2,22,0.78
O=C(c1cccs1)N1CCN(C(=O)N2CCOCC2)CC1,5,0.95
CCOC(=O)C1C(=O)C=C(c2ccc([N+](=O)[O-])cc2)CC1c1ccccc1 (stereo unspecified),16,0.84
O=C(CN1CCN(c2ccccc2F)CC1)c1ccc(O)c(O)c1,51,0.49
CCC(=O)Nc1nc2ccc(S(C)(=O)=O)cc2s1,1,0.99
CCC(C)NS(=O)(=O)c1ccc(OCC(=O)NCc2cccnc2)cc1 (stereo unspecified),5,0.95
Cc1ccc(Cl)cc1N1CCN(S(=O)(=O)c2ccc3c(c2)OCCO3)CC1,2,0.98
Cc1cc2c(c(C)c1Cl)C(c1ccc3c(c1)OCO3)CC(=O)O2 (stereo unspecified),-7,1.1
CC(=O)Oc1cc2cccc(OC(C)=O)c(=O)c2c(OC(C)=O)c1OC(C)=O,49,0.51
O=C(O)C1CC=CCC1C(=O)NC12CC3CC(CC(C3)C1)C2 (stereo unspecified),-1,1
CN(C)c1ccc(CNC2CC(C)(C)NC(C)(C)C2)cc1,8,0.92
COc1cccc(Cn2cnc3c(NS(=O)(=O)c4ccc(Cl)cc4)c(C)c(C)cc32)c1,-3,1
CCC(C(=O)N1CCN(c2cccc(Cl)c2)CC1)c1ccccc1 (stereo unspecified),2,0.98
CN(c1ccccc1)S(=O)(=O)c1ccc(C(=O)OCC(=O)N2CCOCC2)cc1,8,0.93
O=C(NNC(=S)NC(=O)c1cccs1)c1ccc(O)cc1,64,0.36
CCCNS(=O)(=O)c1ccc(CCC(=O)N2CCOCC2)cc1,-2,1
Nc1ccc2oc(CCc3ccccc3)nc2c1,7,0.93
CCC(C)(C)n1nnnc1C(c1ccc(C)cc1)N1CCC(C)CC1 (stereo unspecified),-3,1
O=c1cc(-c2ccccc2F)oc2ccccc12,10,0.9
C[C@]12c3[nH]c4cc(-c5ccco5)ccc4c3CCN1C(=O)[C@@H](CC(=O)NCCc1ccccn1)C[C@@H]2C(=O)N1CCCCC1,-25,1.3
Cc1cc[n+](CCC(=O)O)c2ccccc12,10,0.9
CCOC(=O)c1c(NC(=O)CN2CCOCC2)sc2c1CCCC2,4,0.96
OC[C@@H]1[C@@H](c2ccccc2)C(c2cccc(Cl)c2)=NN1c1ccccc1,-128*,2.3*
CCCCCCCCCC(=O)N[C@@H]1c2cc(OC)c(OC)cc2C[C@H]1OCc1ccccc1,-65,1.6
Cc1cc(C(=O)CSc2nc3ccccc3c(=O)[nH]2)c(C)n1C,8,0.92
COc1cc(-c2cccc([C@H]3[C@@H]4C=CC[C@@H](C)[C@@H]4C(=O)N3Cc3ccccc3)c2)cc(OC)c1OC,-2,1
O=C(c1cn(-c2ccccc2)nc1-c1ccccc1)N1CCOCC1,-1,1
Cc1nc(SCC(=O)OCc2ccccc2)c(C#N)c(-c2ccccc2)c1C(=O)Nc1ccccc1,7,0.93
COc1ccc2cc(C(c3nnnn3C3CCCCC3)N3CCCCCC3)c3nnnn3c2c1 (stereo unspecified),0,1
Cc1cc(S(=O)(=O)N2CCN(c3ncccn3)CC2)ccc1-n1cnnn1,1,0.99
COc1ccccc1N1CCN(CCC(=O)Nc2ccc3c(c2)OCO3)CC1,1,0.99
COc1ccc(-c2cn3ccc4ccccc4c3n2)cc1,4,0.96

# Single records (already shown).
# CC(=O)Oc1cc2cccc(OC(C)=O)c(=O)c2c(OC(C)=O)c1OC(C)=O is listed as mouse IAP activators: 49; mouse IAP activators Fold change: 0.51
# CCC(C)NC(=O)c1ccc(NC(=O)C2CCCO2)cc1 (stereo unspecified) is listed as mouse IAP activators: -3; mouse IAP activators Fold change: 1
# O=c1cc(-c2ccccc2F)oc2ccccc12 is listed as mouse IAP activators: 10; mouse IAP activators Fold change: 0.9

# Next part.
SMILES,mouse IAP activators,mouse IAP activators Fold change
CC(C)CC(OC(=O)c1cccs1)C(=O)NCc1ccco1 (stereo unspecified),10,0.9
C[C@]12c3[nH]c4ccc(Cl)cc4c3CCN1C(=O)[C@@H](CC(=O)NCCc1ccccn1)C[C@@H]2C(=O)N1CCOCC1,-2,1
Nc1ccc2nc3c(=O)[nH]c(=S)[nH]c3nc2c1,78,0.22
O=C(NC1CCCCC1)N1CCC(n2cnc3ccccc32)CC1,3,0.97
CCCn1c(N2CCN(CC(=O)c3c[nH]c4ccccc34)CC2)nc2c1c(=O)[nH]c(=O)n2C,-8,1.1
C/C(=C\C(=O)c1ccc(F)cc1)Nc1ccc(N2CCOCC2)cc1,15,0.85
COc1cccc(NC(=O)C2C(c3ccccc3)C2(Cl)Cl)c1 (stereo unspecified),-70,1.7
Cc1cccc(NC(=O)c2ccc3ccccc3n2)c1C,-7,1.1
CC(C)Nc1nc(Cl)nc(NNC(=O)C(C)Oc2ccccc2)n1 (stereo unspecified),-4,1
Fc1cccc(Cl)c1Cn1nnc(-c2ccc(N3CCOCC3)cc2)n1,-5,1
N#Cc1c(/N=C/c2cc(Br)cs2)sc2c1CCC2,17,0.83
O=C(CCCN1C(=O)/C(=C/c2ccco2)SC1=S)Nc1ccccc1,49,0.51
CCCN1c2cccc3cccc(c23)S1(=O)=O,-2,1
CC[C@]12c3[nH]c4cc(CCC(=O)N(C)C)ccc4c3CCN1C(=O)[C@@H](CC(=O)NCCc1ccccn1)C[C@@H]2C(=O)N1CCN(C(=O)c2ccco2)CC1,-2,1
Cc1nc2c(Cl)cccc2[nH]1,4,0.96
O=C(NCc1ccccc1)c1ccc2c(=O)n(CC3CCCO3)c(=S)[nH]c2c1 (stereo unspecified),9,0.91
O=C(CSc1ncc(-c2ccc(F)cc2)n1Cc1ccco1)Nc1ccc2c(c1)OCO2,-1,1
CC(=O)Nc1nonc1NC(C)=O,-5,1.1
CCCCC(CC)CNC(=O)C(=O)c1ccccc1NC(C)=O (stereo unspecified),-1,1
CCOC(=O)N1CCN(c2nc(C(F)(F)F)nc3c(C)cc(C)cc23)CC1,-1,1
Oc1ccccc1Nc1nc(NCC2CCCO2)c2ccccc2n1 (stereo unspecified),-4,1
COc1ccc(C(=O)Cn2c(C(=O)/C=C/c3ccccc3)nc3ccccc32)cc1,6,0.94
CCOC(=O)N1CCN(c2nc(C)cc(C(F)(F)F)n2)CC1,9,0.91
CC(=O)c1ccc(NC(=O)N2CCN(c3cccc(Cl)c3)CC2)cc1,-8,1.1
Clc1ccc(-c2nnc(C3CCCCC3)o2)cc1,4,0.96
Cc1cc(NC(=O)CN2CCCCC2C)no1 (stereo unspecified),3,0.97
O=C(NCC(c1cccnc1)N1CCOCC1)c1cccc(Cl)c1 (stereo unspecified),-2,1
CCOC(=O)Cc1nnc2c(Nc3ccc(Cl)cc3)nc3nonc3n12,37,0.63
COc1ccc(S(=O)(=O)N2CCC(NC(=O)OCc3c(Cl)cccc3Cl)CC2)cc1,-2,1
O=[N+]([O-])c1nn(-c2ccc3c(c2)OCCO3)n(O)c1=NCCCO,5,0.95
Cc1ccc(-n2c(SCC(=O)NCC3CCCO3)nc3c(c2=O)SCC3)cc1 (stereo unspecified),0,1
CCOC(=O)C(C)Sc1nc2c(c(=O)[nH]c(=O)n2C)n1C/C=C(/C)Cl (stereo unspecified),71,0.29
Cc1ccc(-c2noc(CCC(=O)N3CCN(c4cc(C)ccc4C)CC3)n2)cc1,5,0.95
S=C(NCc1ccc(Cl)cc1Cl)NC1CCCCC1,-93*,1.9*
CCOC(=O)N1CCC(NC(=O)C2CCN(C(=O)N3CC(C)Oc4ccc(C)cc43)CC2)CC1 (stereo unspecified),-12,1.1
CC(C)CCNc1nc2c(c(=O)n(Cc3cccc(F)c3)c(=O)n2C)n1C,2,0.98
CCOc1ccc(C2=Nn3c(nnc3-c3ccccc3)SC2)cc1Cl,3,0.97
Brc1ccc(C2Nc3cccc4cccc(c34)N2)o1,53,0.47
CCn1c(SCc2ccc(C#N)cc2)nnc1-c1ccc(S(=O)(=O)N2CCCCC2)cc1,5,0.95
C/C=C(\C)c1nnc(NC(=O)c2ccco2)s1,-2,1
O=C(NC1CCCCC1)N1CCN(c2ccccc2)CC1,7,0.93
O=S1(=O)C=C(Sc2nc3cc(Cl)ccc3o2)c2ccccc21,1,0.99
COc1ccc(S(=O)(=O)N(C)C[C@H]2Oc3ccc(NC(=O)Nc4ccccc4)cc3C(=O)N([C@H](C)CO)C[C@@H]2C)cc1,-115*,2.1*
Nc1nc(SCc2ccccc2Cl)ns1,-7,1.1
CCCCCCN(C(=O)CCCCCN1C(=O)NC(c2ccc([N+](=O)[O-])cc2)C(C(=O)OCc2ccccc2)=C1C)C(C(=O)NCCCC)C1CCCCC1 (stereo unspecified),8,0.92
COC(=O)c1ccc(C)c(NC(=O)C2COc3ccccc3O2)c1 (stereo unspecified),-1,1
O=C(NCc1ccc(N2CCCC2=O)cc1)c1cn(CCc2ccccc2)nn1,9,0.91
CC(=O)Nc1c(NC(C)C)c2ccccc2oc1=O,0,1
CN(C)c1ccc2nc3c(=O)[nH]c(=O)nc-3n(CC(O)C(O)C(O)CO)c2c1 (stereo unspecified),46,0.54
O=C(CN1CCCCC1)Nc1ccccc1NC(=O)CN1CCCCC1,1,0.99

# (next part)
SMILES,mouse IAP activators,mouse IAP activators Fold change
C=C1c2ccccc2O[C@H](C(=O)OCC)[C@@H]1C1CCCCC1,7,0.93
CCOc1ccc(-c2nc(-c3cccnc3)no2)cc1,7,0.93
CO[C@H]1CC[C@@]2(C)[C@@H](CC[C@@H]3[C@@H]2CC[C@@]2(C)[C@H]3C[C@H](C(=O)N[C@@H](CCCN=C(N)N)C(=O)NCC(=O)N[C@@H](CC(=O)O)C(N)=O)O[C@]23CCCO3)C1,1,0.99
Cc1cccc(C(C)(C)C)c1OCCn1ccnc1,-14,1.1
CC(=O)N(Cc1ccco1)C1(C(=O)NC2CCCC2)CCCCC1,-12,1.1
COc1nc(-c2ccc(C)cc2)ccc1-c1noc(-c2ccco2)n1,6,0.94
CC(=O)c1ccc(-c2cccc([C@H]3[C@@H]4C=CC[C@@H](C)[C@@H]4C(=O)N3Cc3ccccc3)c2)cc1,3,0.97
CCCOc1ccc(N2C(=O)CC(SC(=NCC)Nc3cccc(F)c3)C2=O)cc1 (stereo unspecified),6,0.94
C=CCn1c(SCC(=O)c2ccc(O)c(O)c2)nnc1-c1cccnc1,63,0.37
O=c1c2ccccc2nc(-c2ccccc2)n1CCN1CCOCC1,2,0.98

# 6 consecutive compounds out of the list so far, quoted:
SMILES,mouse IAP activators,mouse IAP activators Fold change
OC[C@@H]1[C@@H](c2ccccc2)C(c2cccc(Cl)c2)=NN1c1ccccc1,-128*,2.3*
CCCCCCCCCC(=O)N[C@@H]1c2cc(OC)c(OC)cc2C[C@H]1OCc1ccccc1,-65,1.6
Cc1cc(C(=O)CSc2nc3ccccc3c(=O)[nH]2)c(C)n1C,8,0.92
COc1cc(-c2cccc([C@H]3[C@@H]4C=CC[C@@H](C)[C@@H]4C(=O)N3Cc3ccccc3)c2)cc(OC)c1OC,-2,1
O=C(c1cn(-c2ccccc2)nc1-c1ccccc1)N1CCOCC1,-1,1
Cc1nc(SCC(=O)OCc2ccccc2)c(C#N)c(-c2ccccc2)c1C(=O)Nc1ccccc1,7,0.93

# (list continues)
SMILES,mouse IAP activators,mouse IAP activators Fold change
CCC(CC)C(=O)Nc1cc(NC(=O)C(CC)CC)cc(C(=O)O)c1,-4,1
Cc1cccc(C2=NN(c3ccccc3)[C@@H](C(=O)N3CCOC3=O)[C@@H]2c2ccccc2)c1,3,0.97
CCCNC(=O)c1cccc(COCC(F)(F)F)c1,-9,1.1
COC(=O)c1[nH]c2cc(OC)ccc2c1NC(=O)CN1CCC(C(N)=O)CC1,3,0.97
COc1ccc(C2(CNC(=O)Cc3ccc(OC)c(OC)c3)CCOCC2)cc1,0,1
CCc1nnc(NC(=O)C2CCCN2C(=O)NC2CCCCC2)s1 (stereo unspecified),3,0.97

# Screens (PubChem)
